Screens deposited in PubChem by several laboratories.
TRPML3 ag: human TRPML3 channel agonists, primary screen, cell-based, HEK293 TRPML3-YFP, Fluo-8 calcium fluorescence, 3 µM; Mucolipin-3 (Homo sapiens), Q8TDD5; 100% = the carbachol control signal; activation, % at 3 µM; hit rate 0.29% among 220,000;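 active = activation above its plate's cutoff, the mean activation of the plate's test wells plus 3 SD, cut at about 12% in these data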;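 also: 0% = DMSO only wells and 100% = carbachol wells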
Target sequence (Q8TDD5 whole entry, looked up): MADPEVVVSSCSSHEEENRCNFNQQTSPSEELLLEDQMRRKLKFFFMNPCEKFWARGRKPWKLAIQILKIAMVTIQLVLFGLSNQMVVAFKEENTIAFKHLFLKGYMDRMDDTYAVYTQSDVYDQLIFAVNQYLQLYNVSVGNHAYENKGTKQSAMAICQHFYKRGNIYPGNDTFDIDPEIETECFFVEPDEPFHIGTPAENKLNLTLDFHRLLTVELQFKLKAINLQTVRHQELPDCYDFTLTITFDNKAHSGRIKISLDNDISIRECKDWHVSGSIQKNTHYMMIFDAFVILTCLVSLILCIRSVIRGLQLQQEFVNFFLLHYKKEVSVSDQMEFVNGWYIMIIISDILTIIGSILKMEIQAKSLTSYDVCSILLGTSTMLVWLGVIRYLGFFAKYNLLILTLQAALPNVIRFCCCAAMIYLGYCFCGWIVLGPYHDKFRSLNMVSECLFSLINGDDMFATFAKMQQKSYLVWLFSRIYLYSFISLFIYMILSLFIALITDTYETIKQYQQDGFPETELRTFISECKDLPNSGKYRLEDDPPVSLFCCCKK
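Test system – HEK293 line with stable expression of human TRPML3-YFP channel · Control set – carbachol 87 µM final as high control (100%), DMSO as low control (0%) · Signal – Fluo-8 calcium dye fluorescence, ex 470-495, em 515-575 nm · Incubation – 1-h 37 °C dye load, 5-s basal, 120-s post-compound reads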
Calpain2 inh: inhibitors of pig calpain II, primary screen, biochemical, fluorogenic peptide substrate, 1536-well | inhibition, % at 16 µM | hit rate 0.37% among 220,000 | purified calpain II, 30 min;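 active = inhibition above about 50%, limit read from the data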
TRPN1 ag: zebrafish TRPN1 channel agonists, primary screen, cell-based, HEK293, calcium fluorescence | AID 1424, 2008 | hit rate 0.18% among 220,000 | activation, % at 3 µM | HEK293 zebrafish TRPN1-YFP, Fluo-8 calcium fluorescence; 100% = response to 87 µM carbachol | transient receptor potential cation channel N1 (TRPN1/NompC), Danio rerio;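 active = activation above its plate's cutoff, the mean activation of test wells on that plate plus 3 SD, cut at about 19% in these data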;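 also: 0% = DMSO alone and 100% = 87 µM carbachol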
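System: zebrafish TRPN1-YFP in HEK293 cells / Dosing: 3 µM single point / Timing: dye loading 1 h at 37 °C, then 30 min room temperature / Signal: Fluo-8 calcium fluorescence, excitation 470-495 nm, emission 515-575 nm / Read-out basis: percent activation from peak over basal fluorescence ratio, control-normalized / Control set: high carbachol 87 µM, low DMSO alone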
Furin inh: human furin inhibitors, primary screen, biochemical, fluorescence intensity; P09958; purified furin, fluorogenic substrate cleavage; inhibition, % at 30 µM; hit rate 0.061% among 220,000; AID 463115, 2010; in the data active = inhibition above about 25%; also: inactives centre near -15
thrombin 1536: human alpha-thrombin inhibitors, primary screen, counter-screen for coagulation protease inhibitor project, biochemical, 1536-well, fluorogenic AMC substrate | hit rate 0.26% among 220,000 | AID 1046, 2008 | Prothrombin (Homo sapiens), P00734 | Boc-VPR-AMC fluorogenic substrate cleavage | inhibition, % at 5 µM;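 active = inhibition at or above 40%; inactive = inhibition below 40%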;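 also: 0% = enzyme with no compound and 100% = wells without enzyme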
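signal = AMC fluorescence, 355/460 nm | material = human alpha-thrombin enzyme | control set = enzyme without compound as high, wells lacking enzyme as low | times = reaction at room temperature | read-out basis = percent inhibition scaled between no-compound controls and no-enzyme blanks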
EBV gp42 block: Epstein-Barr virus gp42 inhibitors, primary screen, biochemical, uHTS, fluorescence polarization; hit rate 0.42% among 220,000; Fluorescence polarization binding assay, mP read-out; inhibition, % (tested at 21.74 µM); AID 1085, 2008; Glycoprotein 42 (Epstein-Barr virus (strain AG876)), Q1HVG2; in the data active = inhibition above about 50%
Target sequence (Q1HVG2 whole entry, looked up): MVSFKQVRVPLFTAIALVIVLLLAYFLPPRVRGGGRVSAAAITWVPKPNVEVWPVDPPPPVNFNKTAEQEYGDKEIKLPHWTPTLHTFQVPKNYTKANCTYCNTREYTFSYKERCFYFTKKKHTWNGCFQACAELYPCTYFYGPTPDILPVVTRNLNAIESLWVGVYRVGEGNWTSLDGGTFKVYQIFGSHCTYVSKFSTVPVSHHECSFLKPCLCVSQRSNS
KCC2 mod: KCC2 cotransporter modulators, thallium flux, primary screen, cell-based, HEK293 KCC2, FluoZin-2 fluorescence, MLSMR; Solute carrier family 12 member 5 (Homo sapiens), Q9H2X9; KCC2 cells, thallium flux FluoZin-2 fluorescence; B-score of Tl+ flux slope (higher = more flux/activation; lower = inhibition) at 10 µM; hit rate 2.2% among 190,000;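 active = thallium flux slope and its plate-corrected score both differing from the plate sample mean at a set confidence after two filtering rounds, in either direction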;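 also: slope of fluorescence scaled to starting intensity during 10 to 20 s after thallium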
Tb hexokinase: Trypanosoma brucei hexokinase 1 inhibitors, primary screen, biochemical, G6PDH-coupled NADH absorbance, MLSCN library; recombinant TbHK1, G6PDH-coupled NADH A340; hit rate 0.11% among 220,000; inhibition, % at 10 µM; hexokinase 1 [Trypanosoma brucei];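 active = inhibition of 50% or more in the single-dose primary screen; inactive = inhibition below 50%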
PPC-1+TRAIL kill: compounds killing PPC-1 cancer cells with TRAIL present, primary screen, TRAIL potentiator project, ATPLite luminescence, uHTS. PPC-1 cells + TRAIL, ATPLite viability luminescence. cell killing (% activity), % at 4 µM. hit rate 0.41% among 220,000. AID 1443, 2008;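 active = cell killing above 50% in the first pass at 4 µM, then a duplicate retest at 5 µM averaging 50% or more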;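 also: plate controls were cells with TRAIL plus DMSO for no effect and medium-only wells lacking cells for full effect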
* = called active by the depositor; i = inactive; · = no result given; [ ] = another dose, or the depositor's remark. Random draw from the library; any-hit rate near 3.6%.

SMILES | TRPML3 ag | Calpain2 inh | TRPN1 ag | Furin inh | thrombin 1536 | EBV gp42 block | KCC2 mod | Tb hexokinase | PPC-1+TRAIL kill
COCCNC(=S)N1CCc2cc(OC)c(OC)cc2C1COc1ccc(C(C)C)cc1 (stereo not drawn) | 0.2 | -26 | -0.9 | -2 | -16 | 9 | -1.4 | -10 | 5
O=C(Nc1ccn(Cc2ccccc2)n1)c1n[nH]c([N+](=O)[O-])c1Cl | 0.1 | 15 | -0.7 | -7 | -2 | -5 | -5.2 | -7 | 41
CCc1ccc(OCC(=O)NNC(=O)c2cc3ccccc3o2)cc1 | 1.1 | -56 | 1.0 | -22 | -6 | -4 | 1.9 | -5 | 12
COc1ccc(-n2nnnc2SCC(=O)c2ccc(O)c(O)c2)cc1 | 0.1 | -36 | -1.0 | -12[20 µM] | -6 | 3 | · | -4 | 30
Cc1nn(-c2ccc(C(=O)O)cc2)c2c1C(=O)CC(C)(C)C2 | 0.3 | 0 | 1.4 | -22 | -10 | -1 | 0.088 | -12 | 4
N[C@@H](Cc1c[nH]c2ccccc12)C(=O)O | · | -26 | · | -26 | -1 | -12 | 1.2 | -5 | 0
Cc1cc(NC(=O)CSc2nnc(-c3ccc(O)cc3)o2)no1 | 0.3 | -12 | 2.6 | -12 | -4 | -5 | -2 | -17 | 0
O=C(c1ccco1)N1CCN(S(=O)(=O)c2ccccc2[N+](=O)[O-])CC1 | 0.8 | 1 | 0.7 | -32 | 2 | -6 | 0.5 | 0 | 5
O=C(COC(=O)c1cccnc1Cl)c1ccc2c(c1)OCCO2 | 1.7 | -19 | 1.8 | -11 | 11 | -8 | · | -6 | 19
COc1ccc(C(=O)NCC(c2cccnc2)N2CCN(c3ccc(F)cc3)CC2)cc1OC (stereo not drawn) | 0.9 | 13 | 0.8 | -18 | -4 | -2 | 0.059 | -12 | 26
CC(=O)N1N=C(c2ccc(Cl)cc2)CC1c1ccco1 (stereo not drawn) | -0.8 | 16 | -0.4 | -4 | 1 | -19 | 0.52 | -2 | 15
COc1ccc(/C=C\c2onc(C)c2S(=O)(=O)N2CCC(C(=O)NCCC(C)C)CC2)cc1 | 1.2 | -66 | 1.6 | -9 | -4 | 3 | 0.66 | -32 | -4
COC(=O)CNC(=O)COC(=O)c1cc(F)c(F)cc1Cl | 0.5 | 7 | -0.3 | -6[20 µM] | 0 | -1 | 0.19 | 5 | -6
CC1(C)NC(=O)N(CC(=O)OCC(=O)Nc2cc(S(=O)(=O)N3CCCCC3)ccc2Cl)C1=O | -0.1 | 1 | 1.1 | 9 | -3 | -35 | 0.24 | 31 | 16
Cn1c2c(c(=O)n(C)c1=O)C(c1ccccc1Cl)CC(=O)N2 (stereo not drawn) | 1.0 | -21 | 1.6 | -28 | 1 | -21 | -0.37 | -9 | 5
N#CCSc1nc2c(c(C3CC=CCC3)c1C#N)CCC2 (stereo not drawn) | -1.3 | 21 | -1.3 | -7[20 µM] | -1 | -12 | 0.91 | 4 | -2
OC(CNC1CCCC1)COc1c(F)cc(Br)cc1F (stereo not drawn) | 1.1 | -5 | -0.5 | -11[20 µM] | -3 | -19 | · | -1 | 43
O=C(/C=C/c1ccccc1)NCCSCc1ccccc1 | -0.2 | -11 | 0.8 | -14 | -4 | -13 | -4.5 | -2 | 15
Cc1cccc(NC(=S)N/N=C2/CCCCc3ccccc32)c1 | -0.8 | 25 | 0.9 | -10 | -10 | -10 | 7.9* | 10 | 11
COc1ccccc1-c1ccc(SCc2ccc(C)cc2)nn1 | 0.6 | 19 | -1.4 | -9 | 5 | -9 | 0.32 | 5 | 2

An excerpt from above in order of count of non-hydrogen atoms, high to low.
SMILES | TRPML3 ag | Calpain2 inh | TRPN1 ag | Furin inh | thrombin 1536 | EBV gp42 block | KCC2 mod | Tb hexokinase | PPC-1+TRAIL kill
COc1ccc(/C=C\c2onc(C)c2S(=O)(=O)N2CCC(C(=O)NCCC(C)C)CC2)cc1 | 1.2 | -66 | 1.6 | -9 | -4 | 3 | 0.66 | -32 | -4
COc1ccc(-n2nnnc2SCC(=O)c2ccc(O)c(O)c2)cc1 | 0.1 | -36 | -1.0 | -12[20 µM] | -6 | 3 | · | -4 | 30
Cc1cccc(NC(=S)N/N=C2/CCCCc3ccccc32)c1 | -0.8 | 25 | 0.9 | -10 | -10 | -10 | 7.9* | 10 | 11
N#CCSc1nc2c(c(C3CC=CCC3)c1C#N)CCC2 (stereo not drawn) | -1.3 | 21 | -1.3 | -7[20 µM] | -1 | -12 | 0.91 | 4 | -2
CC(=O)N1N=C(c2ccc(Cl)cc2)CC1c1ccco1 (stereo not drawn) | -0.8 | 16 | -0.4 | -4 | 1 | -19 | 0.52 | -2 | 15

Continued.
SMILES | TRPML3 ag | Calpain2 inh | TRPN1 ag | Furin inh | thrombin 1536 | EBV gp42 block | KCC2 mod | Tb hexokinase | PPC-1+TRAIL kill
O=C(CSc1ccccc1)Nc1ccccc1C(=O)O | 0.3 | -9 | -0.1 | -11[20 µM] | 3 | -4 | 0.56 | -3 | 8
Cc1cc(C)cc(NC(=S)NN)c1 | 1.0 | 29 | 0.1 | -3 | 0 | -19 | 1.7 | 9 | 4
Cc1nn(C)c(C(=O)Nc2ccc(Br)cc2F)c1Br | 0.9 | -5 | 0.2 | -11 | -2 | -16 | 0.82 | -1 | 37
O=C(c1cc2ccccc2oc1=O)N1CCSC1c1ccco1 (stereo not drawn) | 0.9 | -6 | 0.1 | -8[20 µM] | -1 | -12 | 1.1 | -12 | 45
CCCCC(CCC(=O)O)(C(=O)OCC)c1csc(Nc2ccc(C)cc2)n1 (stereo not drawn) | 0.3 | -49 | -0.3 | -22 | -10 | -20 | -4.1* | -8 | -5
Cc1cccc(CN2CCC(C(N)=O)CC2)c1 | 0.6 | -20 | -0.1 | -24[20 µM] | 2 | -14 | -0.38 | 0 | -13
N#C/C(=C\c1c(F)cccc1Cl)c1nn(-c2ccccc2)c(-n2cccc2)c1C#N | 0.9 | -23 | 1.1 | -21 | -6 | 1 | -0.84 | -28 | 19
CC(C)(C)c1nc(SCC(=O)Nc2ccc(N3CCOCC3)cc2)c2ccccc2n1 | 0.2 | -13 | -0.6 | -13[20 µM] | -1 | -18 | -0.032 | 2 | 16
Cc1cccc2sc(NC(=O)C3CCCN(S(=O)(=O)c4cccc5nonc45)C3)nc12 (stereo not drawn) | 0.2 | -30 | -0.9 | 19[20 µM] | 1 | -105 | · | -8 | 2
CCOC(=O)CC(=O)CSc1nc(-c2cccnc2)ccc1C#N | 0.9 | i | 1.4 | -12[20 µM] | 3 | 50 | 1.2 | -33 | 5
Cc1cccc(CCNC(=O)CCNC(=O)Cn2ccc3ccccc3c2=O)c1 | -0.8 | 42 | -1.2 | 2 | 3 | 0 | 0.049 | -2 | 18
CCC1(c2ccc(Cl)cc2)NC(=S)N(c2ccccc2)N1 (stereo not drawn) | 0.5 | -7 | 0.4 | -26 | -3 | -10 | 23* | -2 | -6
COc1ccc(N(CC(=O)N/N=C/c2cccs2)S(=O)(=O)c2ccc(OC)c(OC)c2)cc1 | -0.8 | 1 | 0.2 | -8[20 µM] | 0 | -8 | -0.049 | -10 | 22
Cc1cccc(-n2nc3c([n+]2[O-])CCc2nonc2-3)c1C | 1.0 | 16 | 2.1 | 2 | -6 | -16 | -0.94 | 36 | 11
Cc1cc(C)nc(NC(=O)c2cccc([N+](=O)[O-])c2)c1 | -0.2 | 9 | 0.3 | -9 | -8 | 3 | -0.14 | -2 | -1
CC(C)c1ccc(NC(=S)NN2CCN(C)CC2)cc1 | 1.4 | -33 | 1.1 | -21 | -1 | 0 | 0.25 | -4 | 4
Cc1c(C(=O)c2ccc(Cl)c(Cl)c2)cnc2cc3c(cc12)OCO3 | 0.8 | 10 | 0.3 | -5[20 µM] | -3 | -3 | -0.1 | -5 | 9
O=C1CSC(c2ccc(Cl)cc2)N1 (stereo not drawn) | 0.5 | -10 | -0.8 | -25[20 µM] | 1 | -9 | 1 | -6 | 4
COc1ccc(Br)cc1S(=O)(=O)NCCCN1CCOCC1 | 0.7 | -22 | 2.3 | -19 | 0 | -1 | 0.69 | 1 | ·
Clc1ccc(Cc2noc(Cc3ccccc3)n2)cc1Cl | 0.5 | 23 | 0.0 | -18[20 µM] | -2 | -8 | -0.6 | 9 | -3
O=C1C(C2=NC(C(=O)O)C3C(=O)N(c4ccc(Cl)cc4)C(=O)C23)=C(O)c2ccccc21 (stereo not drawn) | 0.5 | 6 | 0.8 | -2[20 µM] | -5 | -23 | 0.2 | -37 | 7
Cc1cc2ncn(S(=O)(=O)N3CCOCC3)c2cc1C | 0.4 | 7 | -0.1 | 27*[20 µM] | 80* | -6 | -0.073 | -3 | 1
COc1cc(/C=C2\C(=O)ON=C2c2ccccc2)cc(Cl)c1O | 1.5 | 17 | 2.0 | -31 | -8 | -220 | -5.3* | -31 | -2
COc1ccc(C(=O)NNC(=O)c2cccc(F)c2)cc1 | 0.7 | -17 | 2.5 | -28 | 10 | -4 | 0.99 | -3 | 14
N#CC1=C(Nc2ccc(Br)cc2)CCC1 | 0.2 | 17 | -1.0 | -21 | 5 | -5 | -0.037 | -3 | 12
Fc1cccc(-c2cc3nc4c(c(N5CCC6(CC5)OCCO6)n3n2)CCCC4)c1 | -0.1 | -20 | 1.5 | -13 | 4 | 6 | -1.2 | -7 | 30
CCCCC(=O)Nc1cccc(-c2cn3ccsc3n2)c1 | 1.5 | -21 | 2.6 | -16 | 3 | -13 | -0.16 | 1 | 20
CCOC(=O)C1=C(O)/C(=C\c2sccc2C)N=C1C | -0.8 | 11 | -1.0 | -11 | -5 | -25 | 0.98 | -8 | 2
CNC(=O)N(O)C1N(NC(=O)Nc2ccccc2)C(=S)SC1(C)C (stereo not drawn) | -0.2 | · | -0.9 | -12[20 µM] | · | · | 0.6 | 1 | ·
Cc1ccc(C(=O)NCCc2nc3ccccc3[nH]2)cc1[N+](=O)[O-] | -0.2 | 19 | 1.5 | -9 | 6 | 3 | 0.046 | 3 | 16
CC(C)(C)c1cc(=O)n(-c2ccccc2)[nH]1 | 2.8 | 6 | 4.6 | -21 | 2 | -11 | · | 8 | 11
O=C(NC1CC1)c1ccc(S(=O)(=O)NC2CCCCCC2)cc1 | 1.5 | -9 | 4.4 | -26 | 2 | -15 | -0.088 | -9 | 4
Cc1cc(/C=C(/C#N)c2nc3ccccc3[nH]2)c(C)n1-c1cccc([N+](=O)[O-])c1 | 0.0 | -326 | -1.4 | -11[20 µM] | 0 | -4 | · | -25 | 6
